Bcl-xL primary – inhibitors of human Bcl-xL | inhibition, % at 10.9 µM | GST-Bcl-xL / FITC-Bim BH3 peptide fluorescence polarization | 320,000 tested, 0.7% active | AID 2129 | Q07817;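 active means inhibition above the mean of all tested compounds plus 3 SD, cutoff set per campaign, cut at about 30% in these data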;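 further: 0% = DMSO wells and 100% = unlabeled Bim-BH3 peptide competitor; inhibitors lower millipolarization by displacing the labeled peptide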
GLD-1 TGE inh – GLD-1-TGE RNA interaction inhibition (C. elegans); Q17339; purified GLD-1 + fluorescein TGE RNA, fluorescence polarization; inhibition, % at 5.96 µM; 320,000 tested, 0.44% active;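 active means percent inhibition above a per-plate cutoff, the plate mean of test compounds plus 3 SD, cut at about 30% in these data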;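 further: 0% = DMSO wells with GLD-1 and probe and 100% = wells lacking GLD-1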
GRK2 inh – human GRK2 inhibition via aptamer displacement; inhibition of aptamer binding, % at 10 µM; 330,000 tested, 0.59% active; P25098; AID 488847; bead flow cytometry, FAM-aptamer displacement from GRK2;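 active means inhibition of aptamer binding above 40%, roughly 3 SD of noise, on plates passing a quality check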;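 further: median bead fluorescence of bound FAM aptamer so fluorescent compounds give negative values; no value below 0 was filed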
Target sequence (P25098 whole entry, looked up): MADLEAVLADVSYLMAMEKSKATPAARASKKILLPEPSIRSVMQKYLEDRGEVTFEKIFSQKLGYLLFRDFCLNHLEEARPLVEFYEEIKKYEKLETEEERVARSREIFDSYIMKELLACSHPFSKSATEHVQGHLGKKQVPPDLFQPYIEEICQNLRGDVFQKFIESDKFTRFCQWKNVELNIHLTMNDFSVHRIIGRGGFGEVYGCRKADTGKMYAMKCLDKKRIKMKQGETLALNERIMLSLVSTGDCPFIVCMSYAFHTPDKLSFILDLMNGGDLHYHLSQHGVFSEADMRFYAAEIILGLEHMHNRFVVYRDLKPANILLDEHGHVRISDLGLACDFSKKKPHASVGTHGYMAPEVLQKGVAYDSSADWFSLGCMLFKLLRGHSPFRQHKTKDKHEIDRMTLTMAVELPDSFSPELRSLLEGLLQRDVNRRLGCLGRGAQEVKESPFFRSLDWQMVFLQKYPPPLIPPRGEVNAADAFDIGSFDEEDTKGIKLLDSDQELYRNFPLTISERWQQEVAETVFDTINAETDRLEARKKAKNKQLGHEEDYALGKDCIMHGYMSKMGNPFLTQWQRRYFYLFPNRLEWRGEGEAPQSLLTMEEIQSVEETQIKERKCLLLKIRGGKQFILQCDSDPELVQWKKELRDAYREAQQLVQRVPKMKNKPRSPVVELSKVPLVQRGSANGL
MCL1 BIM primary – disrupts human MCL1 binding to BIM-BH3 peptide; inhibition, % at 10.9 µM; 320,000 tested, 0.68% active; Q07820; GST-MCL1 / FITC-Bim-BH3 fluorescence polarization; AID 2057;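 active means inhibition above the mean inhibition of all tested compounds plus 3 SD, set per campaign, cut at about 40% in these data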;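 further: 0% = DMSO wells and 100% = unlabeled Bim-BH3 peptide control; higher means more loss of mP so more displacement of Bim peptide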
Fam108B counter – blocks mouse Fam108B hydrolase in RBBP9 counter-screen; inhibition, % at 9.51 µM; 300,000 tested, 0.33% active; recombinant Fam108B, FP-Rh probe fluorescence polarization;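 active means inhibition above the screen mean inhibition plus 3 SD, computed separately per campaign, cut at about 18% in these data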;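 further: inhibitors lower polarization as less probe binds the enzyme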
VLA-4 inh – inhibition in a human VLA-4 binding assay | P13612 | VLA-4 expressing cells, ligand binding flow cytometry | inhibition, % (about 7 µM as worked out from the volumes in the protocol) | 330,000 tested, 0.2% active | AID 2557; in the data active means inhibition above about 50%
MEX-5 binding – C. elegans MEX-5 TCR-2 RNA binding activity | activity score (negative = inhibition of binding), % at 10 µM | 300,000 tested, 0.38% active | Q9XUB2 | AID 1832 | MEX-5/FITC-TCR2 RNA binding, fluorescence polarization; hits give low values;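 active means inhibition past about -25% in most replicates, and total fluorescence under double the plate's negative control median, limit read from the data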;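 further: 0% = DMSO and -100% = 5 µM competing unlabeled TCR2 RNA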
PME-1 inh – blocks human protein phosphatase methylesterase 1; recombinant PME-1, FP-Rh probe fluorescence polarization; inhibition, % at 5.9 µM; 320,000 tested, 0.53% active; AID 2130;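 active means inhibition above the campaign mean of all compounds plus 3 SD, cut at about 26% in these data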;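 further: competitive labeling of PME-1 active site by serine hydrolase directed probe; 0% = PME-1 with DMSO and 100% = wells lacking PME-1 enzyme; inhibitors block probe labeling so polarization falls and inhibition rises; many of its hits are not listed in these tables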
Target sequence (Q9Y570 whole entry, looked up): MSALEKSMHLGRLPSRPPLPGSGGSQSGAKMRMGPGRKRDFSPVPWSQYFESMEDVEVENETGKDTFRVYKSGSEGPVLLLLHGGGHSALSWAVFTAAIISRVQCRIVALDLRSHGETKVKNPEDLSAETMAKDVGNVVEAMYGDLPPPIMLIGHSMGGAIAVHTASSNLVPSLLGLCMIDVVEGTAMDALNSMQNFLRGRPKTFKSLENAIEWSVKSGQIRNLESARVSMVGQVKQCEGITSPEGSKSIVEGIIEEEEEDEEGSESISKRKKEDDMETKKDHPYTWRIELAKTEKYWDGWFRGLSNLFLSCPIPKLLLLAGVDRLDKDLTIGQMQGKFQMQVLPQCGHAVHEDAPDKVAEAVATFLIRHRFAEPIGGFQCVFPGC
Efflux pump mplx – inhibitors of Candida antifungal efflux pumps expressed in yeast; S. cerevisiae Candida pump triplex, Nile Red efflux; AID 485275; inhibition, % at 10 µM; 330,000 tested, 0.44% active;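 active means plate passing quality check with inhibition over a set limit, or well fluorescence over plate mean plus 4 SD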;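 further: Nile Red retained in pooled yeast measured as flow cytometry median fluorescence; 0% = buffer negative control and 100% = Enniatin B positive control; higher means more Nile Red kept so more efflux inhibition; some compounds called inactive have numbers as strong as hits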
An asterisk follows results filed as active; . = no result given. Only part of the results is shown. The share of hits here may be higher or lower than overall.

cpd	structure	Bcl-xL primary	GLD-1 TGE inh	GRK2 inh	MCL1 BIM primary	Fam108B counter	VLA-4 inh	MEX-5 binding	PME-1 inh	Efflux pump mplx
1	CS(=O)(=O)N(CC(=O)Nc1ccc(F)cc1F)C1CCCCC1	-1	9	3	4	3	17	0.1	-4	0.1
2	Cc1nc(SCC(=O)Nc2cc(C(N)=O)cc(C(N)=O)c2)c2c(C)c(C)sc2n1	4	-6	1	7	0	2	-1.9	-6	-0.1
3	C=C1CCN([C@@H](Cc2ccccc2)C(=O)Nc2ccc(OC)cc2)S(=O)(=O)c2ccccc21	6	-2	3	7	0	-8	0.3	3	-0.1
4	COc1ccc(OC)c(C2/C(=C(\O)c3ccc4c(c3)OCCO4)C(=O)C(=O)N2CC2CCCO2)c1 (stereo not given)	7	1	3	5	8	-3	-0.8	-4	-0.1
5	COc1cc(-c2nc(CN3CCCN(C(=O)c4ccco4)CC3)c(C)o2)ccc1F	1	-4	0	5	2	6	2.7	-6	0.0
6	COC(=O)c1c(-c2ccccc2)csc1NC(=O)CSc1ncnc2sc(C)c(C)c12	0	-5	1	-2	0	9	-0.1	-6	0.4
7	NS(=O)(=O)c1cccc2c1c([N+](=O)[O-])cc1nc(O)c(O)nc12	18	6	3	31	0	13	.	-1	-0.1
8	CC1=C(C(=O)OCC2CCCO2)C(c2ccc(Cl)cc2)NC(=O)N1 (stereo not given)	2	-1	5	-6	2	6	-0.2	0	0.0
9	CCC(C)OC(=O)C1=C(C)NC2=C(C(=O)C(C(=O)OC)C(C)C2)C1c1ccc(N(C)C)cc1 (stereo not given)	5	6	6	2	7	33	0.3	-2	0.0
10	COc1cccc(-c2cc(C(=O)Nc3c(C)nn(Cc4ccccc4C)c3C)no2)c1	6	3	0	7	-1	-13	-0.2	-3	0.2
11	COc1ccc(NC(=O)CSc2ccc3c(c2)OCCO3)cc1OC	-6	7	0	-7	3	7	-4.7	-9	0.1
12	O=[N+]([O-])c1cc(S(=O)(=O)c2ccc(N3CCCCC3)c([N+](=O)[O-])c2)ccc1N1CCCCC1	-3	1	4	-3	5	10	2.2	9	-1.0
13	c1coc(C2Nc3ccccc3-c3nc4ccccc4n32)c1 (stereo not given)	-1	-2	2	6	-9	21	4.4	-21	0.0
14	CN(CC(=O)NCCCN1CCOCC1)S(=O)(=O)c1ccc(F)cc1	1	-2	0	7	-1	6	1.1	2	0.2
15	CCCC(=O)N1CCN(c2ccc(NC(=O)C(C)(C)C)cc2)CC1	5	3	1	6	1	4	-0.9	4	0.0
16	CCN(CC(=O)Nc1ccc(OC)cc1)C(=O)CSCc1ccc(C)cc1	3	4	0	2	.	13	.	6	-0.1
17	CCOc1ccc(OCC)c(NC(=O)CC2Oc3ccc(C)cc3NC2=O)c1 (stereo not given)	-1	-5	0	4	0	-18	0.4	-6	-0.1
18	OC(CNC1CCCC1)COc1c(F)cc(Br)cc1F (stereo not given)	5	2	4	-3	-4	14	-0.7	-6	0.1
19	O=C(Cc1c[nH]c2ccccc12)N1CCN(S(=O)(=O)c2cccc(Cl)c2Cl)CC1	1	4	0	-2	.	8	.	6	0.0
20	C=CCn1c(SC/C=C/c2ccccc2)nnc1-c1sc(N)nc1C	-3	-5	1	-11	7	5	2.9	7	0.2

cpd	structure	Bcl-xL primary	GLD-1 TGE inh	GRK2 inh	MCL1 BIM primary	Fam108B counter	VLA-4 inh	MEX-5 binding	PME-1 inh	Efflux pump mplx
21	CC1CC(C)CN(C(=O)CN2C(=O)NC3(CCCCCC3)C2=O)C1 (stereo not given)	.	2	0	.	.	4	.	.	0.0
22	COC(=O)c1c(NC(=O)CC2SC(N)=NC2=O)sc2c1CCC(C(C)(C)C)C2 (stereo not given)	6	1	0	4	-5	-1	1.2	-12	-0.2
23	CCN(CC)C(=O)c1sc2nc(-c3ccncc3)[nH]c(=O)c2c1C	3	-3	2	4	4	24	0.2	0	0.1
24	CC(=O)Oc1cccc(C(=O)Nc2cccc(C(=O)Nc3ccccc3C(=O)O)c2)c1	6	-2	1	7	0	10	-0.9	-9	0.1
25	CCC(C(=O)NCCCc1ccccc1)n1nc(C)c2c(C)n(-c3ccccc3)nc2c1=O (stereo not given)	-6	1	0	5	3	6	-0.8	3	-0.2
26	CSCCC(NS(=O)(=O)c1ccc(C)cc1)C(=O)N1CCN(C(C)=O)CC1 (stereo not given)	0	-4	4	1	1	3	-1.6	-2	0.1
27	Cc1ccc(OCc2cc(C(=O)N3CCCCCCC3)no2)cc1C	-4	-8	1	-5	0	-11	1.9	-3	-0.1
28	Cc1ccc(S(=O)(=O)/N=C(\N)Nc2nc(C)c3cc(C)ccc3n2)cc1	2	3	3	2	-2	6	-2.5	-2	0.1
29	CCOc1cc(/C=C2/N=C(c3ccc(C(C)(C)C)cc3)OC2=O)cc(Cl)c1OS(C)(=O)=O	6	4	0	0	-8	-68	0.8	-16	0.5
30	O=C(Nc1ccc(S(=O)(=O)Nc2ncccn2)cc1)c1cncc(Br)c1	3	4	0	12	0	0	0.8	7	0.1
31	Cc1cc(N2CCCCC2)nc2ccc(NC(=O)CCC(=O)NCCC(C)C)cc12	2	1	0	-1	3	-1	-0.5	2	0.0
32	CC1=C(C(=O)Nc2ccccc2C(F)(F)F)C(c2ccc(C)s2)NC(=S)N1 (stereo not given)	6	-1	1	4	2	2	0.2	-4	-0.1
33	O=C(O)c1ccc2c(c1)C(=O)N(NC(=O)c1ccccc1)C2=O	4	0	0	0	-7	21	-2.4	-6	-0.1
34	COc1ccc(C(=O)CSc2nc(C)cc(C)n2)cc1[N+](=O)[O-]	3	5	3	3	2	-6	-0.5	3	0.1
35	COc1ccc2oc(=O)c(-c3cn4ccc(C)cc4n3)cc2c1	7	2	14	8	-4	6	0.2	1	-0.5
36	CCCC(=O)N1CCN(c2nnc(-c3ccc(C)cc3)c3ccccc23)CC1	-1	-5	2	1	-1	4	1.4	2	0.1
37	CCOC(=O)C1CCN(c2ccc(Cl)nn2)CC1	3	6	3	7	2	8	-0.3	0	0.0
38	COc1ccc(N2C(=O)CC(N(C)CCc3ccc(OC)c(OC)c3)C2=O)cc1 (stereo not given)	2	5	0	5	4	4	-2.8	1	-0.1
39	CCc1ccc(C(=O)COC(=O)CNC(=O)c2ccc(Br)o2)cc1	4	1	0	8	-3	-3	1.4	0	0.1
40	Cn1c(SCC(=O)NCCN2C(=O)CSC2=O)nc2ccccc2c1=O	-1	-7	1	-4	-5	4	-0.3	3	1.3

Compound profiles, from the list above:
Cc1cc(N2CCCCC2)nc2ccc(NC(=O)CCC(=O)NCCC(C)C)cc12 in the list: Bcl-xL primary = 2; GLD-1 TGE inh = 1; GRK2 inh = 0; MCL1 BIM primary = -1; Fam108B counter = 3; VLA-4 inh = -1; MEX-5 binding = -0.5; PME-1 inh = 2; Efflux pump mplx = 0.0
COc1ccc(C(=O)CSc2nc(C)cc(C)n2)cc1[N+](=O)[O-] in the list: Bcl-xL primary = 3; GLD-1 TGE inh = 5; GRK2 inh = 3; MCL1 BIM primary = 3; Fam108B counter = 2; VLA-4 inh = -6; MEX-5 binding = -0.5; PME-1 inh = 3; Efflux pump mplx = 0.1

Part of the list above, with two lines to a compound:
Screens in order: Bcl-xL primary | GLD-1 TGE inh | GRK2 inh | MCL1 BIM primary | Fam108B counter | VLA-4 inh | MEX-5 binding | PME-1 inh | Efflux pump mplx
39	CCc1ccc(C(=O)COC(=O)CNC(=O)c2ccc(Br)o2)cc1
  4 | 1 | 0 | 8 | -3 | -3 | 1.4 | 0 | 0.1
37	CCOC(=O)C1CCN(c2ccc(Cl)nn2)CC1
  3 | 6 | 3 | 7 | 2 | 8 | -0.3 | 0 | 0.0
21	CC1CC(C)CN(C(=O)CN2C(=O)NC3(CCCCCC3)C2=O)C1 (stereo not given)
  . | 2 | 0 | . | . | 4 | . | . | 0.0

The listing continues:
cpd	structure	Bcl-xL primary	GLD-1 TGE inh	GRK2 inh	MCL1 BIM primary	Fam108B counter	VLA-4 inh	MEX-5 binding	PME-1 inh	Efflux pump mplx
41	Cc1ccc(CN(Cc2cc3cc4c(cc3[nH]c2=O)OCCO4)Cc2nnnn2Cc2ccco2)cc1	-4	0	4	-3	3	-8	0.7	1	0.3
42	CCCOc1ncnc2c1sc1nc3c(cc12)COC(C)(C)C3	4	5	1	-7	2	5	0.7	2	-0.1
43	Cc1cccc(NC(=O)NC(C)C(c2cccs2)N2CCOCC2)c1 (stereo not given)	3	-17	1	1	0	-1	-0.7	-3	0.0
44	NS(=O)(=O)c1ccc(Nc2ccc3nonc3c2[N+](=O)[O-])cc1	4	6	0	9	3	10	-0.8	-2	0.1
45	CCc1ccc(C(=O)COC(=O)c2cc([N+](=O)[O-])ccc2N2CCOCC2)cc1	4	1	2	1	-3	-4	-0.2	5	-0.1
46	COc1cc(-c2cc(C(=O)Nc3cccc(C(C)=O)c3)c3ccccc3n2)cc(OC)c1OC	-1	11	0	-7	-10	-10	-0.7	-18	2.4
47	CC(C(=O)NC1CCCCC1)N1CCN(C)CC1 (stereo not given)	0	2	0	-8	3	-2	0.9	4	0.0
48	O=C(C(Cc1ccccc1)N1C(=O)C2C3C=CC(C3)C2C1=O)N1CCCCC1 (stereo not given)	5	5	2	-2	0	10	1.1	-7	0.1
49	COc1ccc(NC(=O)CCCCCn2nnc3ccccc3c2=O)cc1OC	5	1	2	7	3	5	1.0	-1	0.2
50	COc1ccccc1NC(=O)CSc1ccc(-c2ccc(-n3ccnc3)cc2)nn1	7	1	5	4	-14	-1	1.4	-10	0.0
51	O=C1CCC/C(=N/NC(=O)C2CCN(S(=O)(=O)c3cccs3)CC2)C1	8	14	4	1	4	1	0.0	1	-0.1
52	Cc1ccc(S(=O)(=O)N2CCN(C(=O)COc3ccc(NC(=O)c4ccco4)cc3)CC2)cc1	7	2	1	-6	3	-1	-5.7	3	-0.1
53	CCOc1ccc(N2CC(C(=O)Nc3ccc(N4CCOCC4)cc3)CC2=O)cc1 (stereo not given)	3	-2	0	2	1	-2	0.8	3	0.1
54	CC(=O)c1ccc(NC(=O)c2onc(C)c2Cl)cc1	7	4	0	1	-1	-6	-1.3	-4	0.0
55	CCOC(=O)c1nc(-c2ccccc2)oc1N(C)C	5	7	0	0	0	4	1.1	-4	0.1
56	CCN(CC)CCC#CC(O)(c1ccccc1)c1ccccc1	2	-4	2	4	-1	2	3.3	2	0.1
57	COc1ccc(-c2[nH]ncc2CN(C)C(C)c2cccs2)c(F)c1 (stereo not given)	4	7	0	0	-1	1	2.5	2	-0.1
58	CC(c1ccon1)N(C)Cc1cn[nH]c1-c1ccc(F)cc1F (stereo not given)	2	-5	3	1	1	-1	1.1	-2	0.0
59	Cc1cc(C)nc(OC(C(=O)O)C(OCC(C)C)(c2ccccc2)c2ccccc2)n1 (stereo not given)	2	6	1	7	2	19	-2.4	1	0.1

Screens from PubChem.
